High-throughput results as filed in PubChem.
Rtt109 Vps75: inhibitors of Candida albicans Rtt109/Vps75 histone acetyltransferase; inhibition, % at 34.9 µM; 0.16% of 330,000 active; purified Rtt109/Vps75, ThioGlo CoA-SH fluorescence, 4 h; Q5AAJ8;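 active means inhibition of at least 50% in every replicate; inconclusive means best replicate reaches 50% inhibition but some replicates fall short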
RTF Ca sens inh: cardiac RTF calcium desensitization | inhibition, % at 7.15 µM | IANBD-labeled cardiac RTF, Ca2+ fluorescence | 0.12% of 340,000 active | P19429+P45379;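 active means inhibition above the mean inhibition of all tested compounds plus 3 SD, cut at about 17% in these data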;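 further: assay run at fixed EC70 calcium of 1.6 mM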
PfHsp90 set2: reduces growth (ATP signal) of yeast expressing P. falciparum Hsp90; S. cerevisiae expressing PfHsp90, BacTiter-Glo ATP, 48 h; yeast lacking PDR1 and PDR3 efflux regulators; inhibition, % at 9.4 µM; 0.32% of 310,000 active; AID 504621;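 active means every replicate shows inhibition above about 80%, whatever the replicate mean, limit read from the data; inconclusive means mean inhibition reaches the set limit but some replicate falls short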;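 further: 0% = DMSO neutral controls and 100% = 20 µM radicicol positive controls; yeast relying on Plasmodium falciparum Hsp90 in place of its own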
PvdQ inh: P. aeruginosa PvdQ acylase inhibition. purified PvdQ acylase, fluorescence plate reader. inhibition, % at 10 µM. 0.063% of 340,000 active. AID 488965; in the data active means inhibition above about 30%, passing the limit was not always enough; inconclusive means no clear call, values can overlap the other calls;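 further: 0% = vehicle neutral wells and 100% = reference inhibitor wells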
LANA DNA inh: KSHV C-LANA DNA binding inhibition. 0.078% of 340,000 active. inhibition, % at 9 µM. MBP-C-LANA/FAM-LBS DNA binding, fluorescence polarization. AID 504423;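 active means highest replicate inhibition at or above 60% at 9 µM, even if other replicates fall short; inactive means all replicates below 60% inhibition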;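 further: 0% = neutral control wells and 100% = 4 µM acridine orange control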
CDK5 p35 inh: CDK5/p35 (human) kinase inhibition; Q00535+Q15078; Recombinant CDK5/p35, ADP-Glo luminescence, 60 min; inhibition, % at 10 µM; 0.01% of 330,000 active; AID 488839;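 active means highest replicate inhibition of at least 50% and at least 75% of replicates reaching 50%; inconclusive means only one of the two criteria met; inactive means both criteria failed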;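 further: plate controls were DMSO neutral control for no effect and GW8510 at 10 µM for full effect; many of its hits are not listed in these tables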
Keap1-Nrf2 PPI: Keap1-Nrf2 (human) interaction inhibition; Q14145; Keap1 Kelch-Nrf2 peptide fluorescence polarization, 1536-well; inhibition, % at 9.4 µM; 0.15% of 340,000 active; in the data active means inhibition above about 12%; inconclusive means no clear call, values can overlap the other calls; inactive means below about 7.3%;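 further: human Keap1 Kelch domain with fluorescein labeled Nrf2 9mer peptide probe; 0% = neutral control wells and 100% = peptide positive control; higher means more block of Keap1 binding to Nrf2 peptide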
Target sequence (Q14145 whole entry, looked up, the tested form may be a part): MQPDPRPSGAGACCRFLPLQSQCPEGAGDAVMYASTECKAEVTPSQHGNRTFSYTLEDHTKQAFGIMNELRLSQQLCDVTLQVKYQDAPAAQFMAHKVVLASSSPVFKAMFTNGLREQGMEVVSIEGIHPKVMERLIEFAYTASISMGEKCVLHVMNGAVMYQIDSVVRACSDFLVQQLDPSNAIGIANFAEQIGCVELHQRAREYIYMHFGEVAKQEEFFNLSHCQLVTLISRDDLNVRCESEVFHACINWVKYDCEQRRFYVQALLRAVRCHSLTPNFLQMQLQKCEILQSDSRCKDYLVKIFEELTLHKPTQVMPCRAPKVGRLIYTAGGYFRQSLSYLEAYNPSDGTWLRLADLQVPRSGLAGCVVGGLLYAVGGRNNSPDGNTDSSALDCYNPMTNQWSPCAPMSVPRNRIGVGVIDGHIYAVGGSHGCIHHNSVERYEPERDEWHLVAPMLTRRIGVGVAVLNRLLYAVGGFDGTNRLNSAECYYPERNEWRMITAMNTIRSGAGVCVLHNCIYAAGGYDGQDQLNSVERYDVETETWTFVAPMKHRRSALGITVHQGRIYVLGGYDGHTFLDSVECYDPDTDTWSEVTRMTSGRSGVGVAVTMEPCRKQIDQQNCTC
RTF Ca sens act: increases calcium sensitivity of human cardiac regulated thin filaments | P19429+P45379 | IANBD-labeled TnC RTF fluorescence at EC20 calcium; 0% EC20 calcium, 100% full calcium | activation, % at 7.2 µM | 0.24% of 340,000 active | AID 493008;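 active means activation above the mean over all tested compounds plus 3 SD, cut at about 30% in these data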;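 further: rise in fluorescence read as greater calcium sensitivity of cardiac thin filaments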
dFosB activator: activators of mouse delta FosB homodimer; P13346; purified delta FosB, TAMRA-CDK5 oligo fluorescence polarization; percent of positive-control signal above neutral wells; activation, % at 25 µM; 0.99% of 340,000 active; AID 493131;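 active means mean activation above about 17%, with every replicate also reaching it, limit read from the data, passing the limit was not always enough; inconclusive means only one of the two conditions met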;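 further: fluorescence polarization rise as delta FosB binds a TAMRA Cdk5 AP-1 oligo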
Target sequence (P13346 whole entry, looked up): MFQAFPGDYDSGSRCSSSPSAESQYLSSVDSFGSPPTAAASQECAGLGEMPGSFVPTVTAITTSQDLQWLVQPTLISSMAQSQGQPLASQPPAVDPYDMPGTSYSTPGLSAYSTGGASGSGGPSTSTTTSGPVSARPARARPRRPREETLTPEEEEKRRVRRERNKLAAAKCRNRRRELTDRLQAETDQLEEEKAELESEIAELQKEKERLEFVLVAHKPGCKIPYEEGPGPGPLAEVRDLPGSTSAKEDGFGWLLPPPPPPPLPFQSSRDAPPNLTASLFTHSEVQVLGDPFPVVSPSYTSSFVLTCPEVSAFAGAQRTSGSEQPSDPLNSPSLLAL
SUMO Mot1 rescue: inhibitors of SUMOylation pathway: yeast Mot1-301 growth rescue | growth rescue, % at 18.8 µM | AID 2716 | 1% of 320,000 active | S. cerevisiae Mot1-301 growth rescue, ATP luminescence, 38.5C; percent above DMSO median, 100 means doubled;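 active means every valid replicate shows activation above 250% relative to neutral control wells; inactive means the rest, any valid replicate at or below 250%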;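 further: OY570 slx delta 5 strain wells were the positive control but not used for scaling; some compounds called inactive have numbers as strong as hits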
NSD2 inh: NSD2 (human) methyltransferase inhibition; O96028; NSD2 peptide methylation, AlphaScreen, 120 min; inhibition, % at 12.5 µM; 0.54% of 310,000 active; in the data active means inhibition above about 50%
The depositor's hits bear a star; ? = inconclusive; · = not tested or not shown. This is a random part of the collection; 3.2% or so of the library scored in one or more.

SMILES	Rtt109 Vps75	RTF Ca sens inh	PfHsp90 set2	PvdQ inh	LANA DNA inh	CDK5 p35 inh	Keap1-Nrf2 PPI	RTF Ca sens act	dFosB activator	SUMO Mot1 rescue	NSD2 inh
CSc1cccc(NC(=O)/C=C/c2ccccc2)c1	0	-3	12	-6	1.5	-0.7	-7	6	-6	163	-2
NS(=O)(=O)c1cccc(NC(=O)CSc2nc3ccccc3n2-c2ccccc2)c1	-5	-7	-19	-24	1.5	0.9	-1	4	-13	10	3
COc1ccc(CC(=O)OCC(=O)Nc2cccnc2Cl)cc1OC	-2	-1	-8	-25	6.5	-6.0	-5	1	2	-3	-3
Cc1occc1C(=O)Nc1ccccc1C#N	31	-8	-5	2	-0.1	0.0	-7	-3	-4	321	-2
O=C(COC(=O)/C=C/c1cccc(F)c1)Nc1ncccn1	0	6	-15	-10	1.0	0.4	-3	0	1	8	1
Cc1cc(C)c[n+](-c2nc3ccccc3nc2[N-]S(=O)(=O)c2cccs2)c1	-2	-10	-15	-5	1.3	1.1	-1	3	-1	135	-1
CCC(Oc1ccc(C)cc1)C(=O)Nc1ccccc1C(=O)N1CCOCC1 (stereo not given)	-9	-8	1	-11	-1.8	-0.2	-3	3	-2	90	-2
CN(C)S(=O)(=O)Oc1cccc(C(=O)Nc2ccc(Cl)cc2)c1	9	-5	?	-12	-2.1	2.8	-3	1	-16	·	1
COc1ccc(C(=O)NNC(=O)c2ccccc2[N+](=O)[O-])cc1[N+](=O)[O-]	1	-2	·	7	0.0	-2.8	3	3	-1	-7	0
CCOC(=O)Cc1c(C)nc2c(-c3ccccc3)c(-c3ccccc3)[nH]n2c1=O	28	-4	·	5	0.9	-2.7	-6	1	-9	·	0
CCOC(=O)CN1C(=O)N[C@@H](c2cccc(C(F)(F)F)c2)[C@@H](C(=O)OC)[C@H]1C	5	-12	0	-12	2.4	-0.2	5	-3	0	-13	·
COc1ccc(CCN(C)C(=O)c2cc(S(=O)(=O)N3CCCCCC3)ccc2OC)cc1OC	-10	0	·	-9	0.6	1.0	-1	7	0	14	-1
CCOC(=O)C1CCCN(C(=O)c2cc(Cl)ccc2Cl)C1 (stereo not given)	-3	-7	15	-3	2.5	-11	-8	9	-5	4	·
CN(C)c1ccc(C2NCC(CCl)O2)cc1 (stereo not given)	-2	-6	6	-4	-4.1	-1.3	-4	1	-6	-14	0
COc1cc2c(cc1CNC[C@H]1O[C@@H](n3cnc4c(N)ncnc43)[C@H](O)[C@@H]1O)OCO2	-6	-1	-5	-13	0.1	0.0	2	-1	-10	-19	·
Cc1cc(-c2n[nH]c(=S)n2/N=C/c2ccc(Cl)c([N+](=O)[O-])c2)n[nH]1	3	8	6	-7	-1.0	3.9	1	1	1	2	6
COc1cccc(NC(=O)CN2CCN(c3nc(-c4cccc(OC)c4)cs3)CC2)c1	10	4	·	7	1.3	-0.4	-2	-2	-5	-7	0
NC(=O)CC(NC(=O)c1ccccc1)c1ccc(NCc2ccc(F)c(F)c2)c([N+](=O)[O-])c1 (stereo not given)	1	6	10	5	-2.2	-1.2	-1	-8	7	11	·
Brc1ccc(OCc2cn3ccccc3n2)cc1	5	2	·	0	-1.0	-0.3	5	0	-14	24	·
Nn1c(SCC(=O)NCc2ccccc2)nncc1=O	-21	-1	-76	-4	2.4	-0.1	-1	9	7	156	-3
O=[N+]([O-])c1cc2c(cc1/C=N/NS(=O)(=O)c1ccc(Br)cc1)OCO2	-1	·	5	-7	0.2	-2.2	-7	·	-13	1	15
Cc1cccc(C)c1NC(=O)N1CCN(c2nc3ccccc3s2)CC1	-4	-13	-16	-16	1.0	0.5	2	10	0	8	0
COc1ccc(S(=O)(=O)Nc2ccccc2C(=O)NCc2cccnc2)cc1	7	-16	-13	-18	0.9	-0.9	-5	1	-1	-16	-5
CCCCCCNC(=O)CCNS(=O)(=O)c1ccc(C)cc1	-9	-7	-1	-3	-0.6	-5.2	3	2	5	8	·
COC(=O)c1ccccc1S(=O)(=O)NNC(=O)Nc1ccccc1	-4	-10	-12	4	-0.3	0.3	1	-5	4	-10	1
CC(C)N(C(=S)NC1CC2CCC1C2)c1ccccc1 (stereo not given)	·	-17	12	-11	-0.8	0.4	-1	-4	-16	14	-3
COC(=O)Cc1csc(Nc2ccccc2Cl)n1	15	-7	-14	-8	0.3	·	-2	-7	-6	3	-1
CC(C)C(=O)OCC(=O)Nc1ccc(N=Nc2ccccc2)cc1	4	-3	20	5	10	0.5	5	-4	3	5	4
Cn1c(SCC(=O)NC(C)(C)C)nnc1-c1cccc(NC(=O)c2ccccc2F)c1	5	4	·	-1	1.8	1.1	2	4	-2	4	-8
CN(CCOc1ccc(-c2ccn(S(=O)(=O)c3cccc4ccccc34)n2)cc1)c1ccccn1	4	-1	-22	-13	6.5	-0.3	2	2	5	643*	·
CCOC(=O)C1=NN(c2ccccc2)C(=O)C1	3	3	26	-11	3.6	0.8	1	-3	5	3	-1
Clc1ccc(-c2nnn(Cc3nc4ccccc4s3)n2)cc1	-6	4	5	-7	-1.0	0.7	-4	-3	-6	38	-2
Cc1ccc(NC(=O)CSc2nc(NS(=O)(=O)c3ccccc3)cc(=O)[nH]2)cc1	4	-2	4	-8	-0.2	-0.2	-2	-5	7	0	·
CC(C)(C)c1cc2nc(N)nc(N)n2n1	11	-1	-2	2	-0.4	-1.0	1	0	2	5	6
c1ccc2sc(SN3CCOCC3)nc2c1	-14	-27	7	13	-2.4	4.1	-6	-1	-6	0	0
COC(=O)C(N)Cc1ccc(OC)c([N+](=O)[O-])c1 (stereo not given)	-8	-1	-19	-21	14	0.7	-1	0	6	0	-1
O=C(NCCCN1CCCC1)c1ccc2c(c1)N(Cc1ccccc1F)C(=O)c1ccccc1S2(=O)=O	-3	-10	-9	-18	2.3	0.7	-3	2	6	·	5
O=C(Nc1cc(Cl)cc(Cl)c1)C(NCCO)c1ccccc1 (stereo not given)	-9	-2	-32	-7	-0.5	4.7	-4	-1	-1	7	14
Nc1cc(=O)[nH]c(=O)n1CC1CC1	-5	-5	-4	-8	5.6	2.2	5	4	1	-8	·
COC(=O)c1sc2nc(C)cc(C)c2c1N	-25	-9	12	-4	-2.0	0.0	2	-1	-10	88	1
CC(C)c1nc(-c2ccc([N+](=O)[O-])cc2)cs1	-4	-1	-6	-3	-0.4	-1.7	1	0	-3	9	9
CC(=O)c1sc(NC(=O)C2=NN(c3ccccc3)C(=O)CC2)nc1C	33	2	13	4	-2.5	-0.5	-2	0	1	0	0
Cc1cc(NC(=O)CSCC(=O)OC(C)C(=O)c2cc(C)c(C)cc2C)no1 (stereo not given)	0	0	-17	-16	0.1	0.9	4	2	-4	-32	0
CCOC(=O)C1(Cc2ccc(OC)cc2)CCN(C(=O)CCc2cccnc2)CC1	·	1	5	2	0.2	0.6	-1	-2	-4	8	4
Cc1ccc(C(=O)OCCn2cc(C#N)c(=O)[nH]c2=O)cc1	-9	-4	12	6	-0.5	0.3	-4	3	0	7	0
CCN1C(=O)[C@H]2[C@@H](c3ccc(-c4ccc(OC)cc4)c(OC)c3)N[C@@](Cc3ccccc3)(C(=O)OC)[C@H]2C1=O	-6	-6	-22	4	-1.7	-0.1	0	2	-3	-37	·
Cn1c(=O)n(C)c2cc([N+](=O)[O-])c(N3CCN(C(=O)c4cccc(F)c4)CC3)cc21	5	-6	8	-11	-0.3	0.8	-2	-5	-10	-3	-5
CCN(C(=O)COC(=O)CCc1ccccc1)c1ccccc1	7	-2	-10	3	-0.1	-1.9	2	-8	4	-6	0
CCc1nnc2cccc(Cl)n12	8	0	16	-13	3.2	3.2	-3	4	3	265	0
Cn1c(SCc2cccnc2)nnc1-c1c[nH]c2ccccc12	-5	-1	-10	-2	2.0	0.8	-3	-2	-6	-8	·
CC(=O)N1CCN=C1SCc1ccccc1	-16	-12	1	-10	-3.0	-2.5	-4	6	-2	7	·
CCOc1ccccc1NC(=O)C1CCCCN1S(=O)(=O)c1ccccc1 (stereo not given)	-1	-6	-6	-13	-0.5	-3.2	-4	0	-11	-1	-2
CC(C)c1ccc(NC(=O)c2n[nH]c(=O)c3ccccc23)cc1	-41	-3	-16	-15	-1.5	0.4	-1	2	8	·	-3
COc1ccc2c(c1)C(=O)N1[C@H]3c4cc(Cl)ccc4OC[C@@H]3[C@H](c3ccccc3)[C@]1(C)C(=O)N2	-10	2	-40	1	1.9	-0.7	-3	0	-7	150	·
CCOCCCNC(=O)CN1C(=O)C(CC)Oc2ccccc21 (stereo not given)	·	-4	11	11	-0.1	1.6	2	6	-1	-10	1
COc1ccccc1NC(=O)C(=O)NCc1ccccc1Cl	5	-7	-6	2	0.7	2.5	-1	4	-11	260	-5
C#CCOCCOCCOCCNc1nc(N2CCN(C(=O)[C@H](CC(N)=O)n3cc(C(N)[C@@H](C)CC)nn3)CC2)nc(N2CCN(C(=O)[C@H](CCC(=O)O)n3cc([C@@H](N)CCCCN)nn3)CC2)n1 (stereo not given in full)	10	1	2	-7	1.1	0.8	-2	5	-2	11	·
N#Cc1c(NC(=O)C2CC2)sc2c1CCCCC2	0	2	-1	-16	-0.5	1.0	-8	-9	-3	-1	0
CCN(CC)S(=O)(=O)c1cc(C(=O)Nc2ccccn2)ccc1C	5	-7	4	3	1.8	1.2	-2	3	-8	224	-2
COc1ccccc1N1CCN(CCCCNC(=O)c2ccc3ccccc3c2)CC1	3	9	-5	6	-0.3	1.0	-7	4	-9	-1	·

(cont.)
SMILES	Rtt109 Vps75	RTF Ca sens inh	PfHsp90 set2	PvdQ inh	LANA DNA inh	CDK5 p35 inh	Keap1-Nrf2 PPI	RTF Ca sens act	dFosB activator	SUMO Mot1 rescue	NSD2 inh
COc1cccc(CN(C(=O)CN2C(=O)c3ccccc3S2(=O)=O)C(C(=O)NCC2CCCO2)c2ccco2)c1 (stereo not given)	1	-15	30	-15	-0.6	0.1	-1	-6	-10	-26	-1
Cc1cccc(NC2SC(=O)N(CC(=O)O)C2=O)c1 (stereo not given)	10	-5	6	-15	-0.7	-0.6	-3	0	1	-16	-4
COc1cccc(C(=O)NNC(=O)c2ccc3ccccc3c2)c1	6	-4	·	-16	2.5	-5.9	-6	-1	2	·	-2
CC1CCCC(NC(=O)c2cc(S(=O)(=O)N3CCCCC3)ccc2Cl)C1C (stereo not given)	6	-1	17	-8	0.9	0.7	2	-4	-5	-14	15
Cc1ccc2cccc(N)c2n1	0	-5	·	-6	1.2	-1.8	-1	-3	5	-13	38
Cc1ccc(N(CC(=O)N2CCCCCC2)S(=O)(=O)c2ccccc2)cc1	5	8	-1	10	1.5	-1.6	-4	0	-6	-3	2
